Compound activity as filed in PubChem BioAssay.
XIAP displacement: XIAP antagonists, biochemical, IAP family, fluorescence polarization (AID 1018); XIAP BIR domain, fluorescence polarization peptide displacement; higher % means a stronger effect; displacement, % at 20 µM; hits with a dose series show IC50 in µM; 200,000 tested, 0.007% active; in the data active means displacement above about 50%; further: a part of the inactive calls stands beside numbers as strong as those of hits
AID2073: disruptors of CaV2.2 binding to Mint1 – biochemical, HTRF (AID 2073); 290,000 tested, 0.19% active; HTRF protein-protein interaction, Mint1-CaV2.2; higher % means a stronger effect; inhibition, % at 20 µM, or IC50 in µM where a hit was titrated; in the data active means inhibition mostly above about 51%, no sharp cut-off; inconclusive means no clear call, values can overlap the other calls; inactive means mostly below about 53%; further: some results filed as inactive read as strong as hits
HIV fusion peptide: inhibitors of HIV fusion peptide binding, primary screen, biochemical, uHTS, fluorescence dequenching (AID 1986); cell-free peptide binding, fluorescence dequenching, 30 min; higher % means a stronger effect; one-dose inhibition, % at 20 µM; IC50 in µM for titrated hits; 290,000 tested, 0.3% active; in the data active means inhibition mostly above about 52%, no sharp cut-off; inactive means mostly below about 76%; further: some results filed as inactive read as strong as hits
Siah-1 displacement: blockers of Siah-1 interaction with plectin peptide – biochemical, fluorescence polarization, rhodamine-plectin, uHTS, primary screen (AID 1817) | displacement, % at 20 µM; hits with a dose series show IC50 in µM | 290,000 tested, 0.02% active | Siah-1 / rhodamine-plectin peptide fluorescence polarization; higher % means a stronger effect;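 active means displacement of at least 50% at 20 µM, with a fluorescence ratio check between 0.3 and a set limit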;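 further: plate controls were Siah plus tracer with DMSO for no effect and tracer alone without Siah for full effect; strong numbers were not always called active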
RSV antiviral HEp-2: inhibition of RSV-induced cytopathic effect – HEp-2 cells, primary 10 µM value included (AID 2391); HEp-2 cells, RSV-induced CPE inhibition; higher % means a stronger effect; CPE inhibition, % at 10 µM, or IC50 in µM where a hit was titrated; 310,000 tested, 0.13% active; in the data active means a potency from the dose series; inconclusive means CPE inhibition mostly from about 23% at the one dose, without a potency; inactive means the rest, 99 in 100 with CPE inhibition below about 21%; further: strong numbers were not always called active
LYP inhibition: PTPN22 lymphoid phosphatase activity blockers – biochemical, fluorescence intensity, uHTS (AID 1779) | 290,000 tested, 0.054% active | one-dose inhibition, % at 11.5 µM; IC50 in µM for titrated hits | recombinant LYP phosphatase, fluorescence intensity; higher % means a stronger effect; in the data active means inhibition above about 50%;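 further: plate controls were vehicle with enzyme for no effect and no enzyme for full effect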
Large T inhibition: TAg ATPase/helicase activity blockers – biochemical (AID 1903). one-dose inhibition, % at 20 µM; IC50 in µM for titrated hits. 310,000 tested, 0.39% active. SV40 large T antigen ATPase/helicase inhibition assay; higher % means a stronger effect; in the data active means a potency from the dose series; inconclusive means inhibition mostly from about 32% at the one dose, without a potency; inactive means the rest, 99 in 100 with inhibition below about 32%; further: strong numbers were not always called active
NS5 inhibitors: flavivirus cap methylation enzyme inhibition – biochemical, confirmation dose response, primary screen (AID 588689); Dengue-2 NS5 methyltransferase capping enzyme assay, biochemical; higher % means a stronger effect; inhibition, % at 25 µM; hits with a dose series show IC50 in µM; 340,000 tested, 0.3% active; in the data active means a potency from the dose series; inconclusive means inhibition above about 29% without an active follow-up result
Rac1 GTP hydrolysis: MgcRacGAP GTPase-activating activity inhibitors, confirmation, biochemical, ADP Hunter fluorescence. one-dose inhibition, % at 30 µM; IC50 in µM for titrated hits. MgcRacGAP-stimulated Rac1 GTP hydrolysis, ADP Hunter fluorescence; higher % means a stronger effect; GST-tagged Rac1 F28L mutant substrate. 340,000 tested, 0.6% active;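 active means first-screen hits whose inhibition reached a set limit at any dose in the follow-up dose series; inconclusive means inhibition above the set first-screen limit but never retested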;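 further: fluorescence reports GDP produced by GAP-driven GTP hydrolysis; strong numbers were not always called active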
NS5 inhibitors pilot replicate: further read-out of NS5 inhibitors, marked with its call; inhibition, %; measured here: pilot screen replicate inhibition
* marks the source's active call; other numbers are inactive results; ? = inconclusive; nt = not tested or not shown. No enrichment for hits (roughly 1.7% active in at least one column).

SMILES	XIAP displacement	AID2073	HIV fusion peptide	Siah-1 displacement	RSV antiviral HEp-2	LYP inhibition	Large T inhibition	NS5 inhibitors	Rac1 GTP hydrolysis	others
CC(C)c1ccc(N2CC(C(=O)Nc3nccs3)CC2=O)cc1 (configuration not stated)	-5.7%	23%	3.4%	0%	2.3%	-4%	10%	-10%	6%
COc1ccc(C(C(=O)NC2CCCC2)N(Cc2cccnc2)C(=O)c2snc(C(N)=O)c2N)cc1OC (configuration not stated)	nt	11%	-0.3%	-2%	0.9%	-5%	7%	-4%	5%
O=C(NCc1ccc(-c2csnn2)cc1)c1cc(Cl)cc(Cl)c1	nt	7%	0.8%	2%	1.7%	-3%	6%	8%	12%
Cc1ccnc(NC(=O)CCCOc2ccccc2)c1	-1.7%	6%	-0.4%	-1%	1.2%	-8%	-3%	5%	9%
Nc1nc(SCC(=O)NC2CCCC2)[nH]c(=O)c1NC(=O)c1cccs1	nt	14%	0.4%	5%	-0.4%	-7%	11%	-6%	-11%
CC1(C(=O)CSc2nc3ccccc3[nH]2)CCC(=O)O1 (configuration not stated)	-9.4%	-24%	-0.6%	10%	1.3%	-1%	4%	-13%	16%
Oc1c(N=NC(=S)Nc2ccccc2F)c2ccccc2n1Cc1cccc(Cl)c1	-8.1%	11%	-4.0%	-4%	5.0%	1%	-1%	0%	6%
Cc1ccc(NC(=O)C(C)N=C2NS(=O)(=O)c3ccccc32)cc1 (configuration not stated)	-4.2%	5%	1.0%	0%	1.7%	-7%	11%	0%	2%
CC(C)c1nnc(NC(=O)C2CCN(S(=O)(=O)c3ccc(-n4cnnn4)cc3)CC2)s1	-16%	15%	-0.3%	5%	1.8%	-1%	3%	5%	5%
CN(CC(=O)Nc1cccc(F)c1)C(=O)c1ccc2c(c1)OCCO2	nt	nt	nt	nt	1.4%	nt	10%	6%	12%
O=C(Nc1ccc(F)cc1)N1CCc2ccccc2C1	-5.0%	-9%	-1.0%	-5%	0.6%	-3%	-1%	-8%	-3%
CCn1c(SCC(=O)NCCc2ccccc2)nnc1C(C)C	-5.7%	10%	2.9%	4%	-0.9%	-9%	17%	-8%	13%
CCNC(=S)NNC(=O)CCc1nc2cc(Cl)ccc2n(Cc2ccccc2)c1=O	nt	0%	0.1%	-4%	3.0%	-1%	14%	3%	9%
Cc1ccc(-n2c(SCC(=O)N3CC(=O)Nc4ccccc43)nc3ccccc3c2=O)cc1	-0.5%	19%	-2.1%	0%	3.6%	5%	29%	-1%	7%
COc1ccc(NS(=O)(=O)c2ccc(-c3coc(C)n3)cc2)c(OC)c1	nt	3%	-0.2%	5%	7.7%	-1%	12%	-2%	3%
CS(=O)(=O)N1CCN(Cc2ccc([N+](=O)[O-])cc2)CC1	-3.4%	-1%	-0.4%	4%	2.1%	-13%	-4%	-14%	5%
CCOc1ccc(NC(=O)c2nn(C)c(C(=O)Nc3ccc(OCC)cc3)c2[N+](=O)[O-])cc1	nt	15%	-1.0%	2%	-0.3%	-12%	6%	11%	11%
Cc1cc(NC(=O)CCCN2C(=O)c3cccnc3C2=O)ccc1Br	-7.2%	-8%	-0.3%	-6%	2.3%	-5%	4%	12%	4%
CC(NC(=O)NCc1cccnc1)(C(F)(F)F)C(F)(F)F	-6.0%	22%	6.6%	1%	0.7%	-7%	0%	4%	-9%
CCOC(CC(=O)NNC(=O)c1c(-c2ccccc2Cl)noc1C)OCC	nt	11%	-1.6%	-5%	nt	-9%	1%	-2%	5%
CCc1ccc(NC(=O)CSc2nncn2-c2cccnc2)cc1	nt	-10%	1.3%	-4%	1.7%	-6%	5%	-8%	6%
CCOc1ccc(OCCOCCN2CCOCC2)cc1	1.5%	-8%	-0.1%	1%	0.2%	-6%	9%	-5%	16%
CCOC(=O)c1[nH]c2ccccc2c1N=C(C)N(CC)CC	-3.5%	-4%	0.0%	2%	2.0%	-8%	8%	-2%	7%
CS(=O)(=O)c1ccc(C(=O)N2CCN(Cc3ccccc3)CC2)cc1	-6.7%	12%	0.1%	-2%	-1.2%	-4%	-2%	-4%	0%
Cc1ccc(-c2csc3nnc(SCC(=O)NCc4ccc5c(c4)OCO5)n23)cc1	-4.0%	-7%	-0.8%	3%	1.9%	1%	-3%	-2%	5%
COc1ccc(COC(=O)CCS(=O)(=O)c2ccc(C)cc2)cc1	nt	nt	nt	nt	0.0%	nt	11%	0%	2%
CN(C)CCCn1c2c(c(SCC(=O)Nc3ccc4c(c3)OCCO4)nc1=O)CCC2	nt	nt	nt	nt	-1.2%	nt	4%	-5%	7%
O=C(O)c1ccc(/C=N/Nc2nnnn2-c2ccccc2)cc1	-4.3%	7%	2.1%	-2%	1.9%	0%	-8%	-1%	1%
CCOC(=O)C1CCCN(Cc2cn(C)nc2-c2ccc3c(c2)OCCO3)C1 (configuration not stated)	-2.2%	2%	-0.7%	16%	0.6%	-4%	7%	-4%	1%
CCCn1c(=N)n(CC(=O)c2ccco2)c2ccccc21	-7.4%	-2%	-1.9%	-2%	0.1%	-8%	14%	0%	4%

Part of the list above in order of length of the SMILES, high to low.
SMILES	XIAP displacement	AID2073	HIV fusion peptide	Siah-1 displacement	RSV antiviral HEp-2	LYP inhibition	Large T inhibition	NS5 inhibitors	Rac1 GTP hydrolysis	others
CN(C)CCCn1c2c(c(SCC(=O)Nc3ccc4c(c3)OCCO4)nc1=O)CCC2	nt	nt	nt	nt	-1.2%	nt	4%	-5%	7%
CS(=O)(=O)c1ccc(C(=O)N2CCN(Cc3ccccc3)CC2)cc1	-6.7%	12%	0.1%	-2%	-1.2%	-4%	-2%	-4%	0%
CCOC(CC(=O)NNC(=O)c1c(-c2ccccc2Cl)noc1C)OCC	nt	11%	-1.6%	-5%	nt	-9%	1%	-2%	5%
COc1ccc(COC(=O)CCS(=O)(=O)c2ccc(C)cc2)cc1	nt	nt	nt	nt	0.0%	nt	11%	0%	2%

Further entries.
SMILES	XIAP displacement	AID2073	HIV fusion peptide	Siah-1 displacement	RSV antiviral HEp-2	LYP inhibition	Large T inhibition	NS5 inhibitors	Rac1 GTP hydrolysis	others
Cc1ccc(CNc2oc(-c3ccco3)nc2C#N)cc1	-15%	-1%	1.8%	0%	1.7%	2%	2%	-4%	9%
Cc1ccccc1C(=O)N1CCC(C(=O)Nc2ccc(F)cc2)CC1	-4.9%	-1%	-1.9%	1%	1.9%	-1%	-1%	2%	-3%
CCOC(=O)c1ccc(-n2c(-c3ccco3)nc3ccccc3c2=O)cc1	-2.1%	0%	-1.3%	-6%	2.5%	-3%	nt	-2%	3%
NC(c1ccccc1)c1cccnc1 (configuration not stated)	nt	1%	-0.3%	3%	0.5%	-5%	7%	-6%	2%
O=[N+]([O-])c1ccccc1OCCNCc1ccccc1	nt	-10%	0.3%	0%	-0.8%	-6%	3%	-8%	153µM*
COc1ccc(C(=O)C2CCCN(C(=O)c3cc(C)on3)C2)cc1F (configuration not stated)	nt	8%	-0.9%	-2%	6.5%	-11%	-3%	11%	4%
CCCCc1ccc(NC(=O)Nc2cc(C)nn2C)cc1	nt	1%	-1.9%	4%	1.0%	-3%	27%	-4%	6%
Cc1nc(SCC(=O)N2CCc3ccccc3C2)c2c(C)c(C)sc2n1	-4.1%	1%	-1.3%	3%	4.4%	-8%	3%	-2%	5%
CC1(C)CC(=O)C=C(Nc2ccc(O)c(C(=O)O)c2)C1	nt	-4%	3.7%	-1%	1.1%	-5%	9%	22%	7%
CC(C)c1nnc(NC(=O)CCC(=O)N2CCN(c3ccc(F)cc3)CC2)s1	nt	2%	0.0%	4%	2.6%	-8%	11%	-1%	5%
C#CCOc1ccc(/C=C2/C(=O)N(c3cccc(C(=O)O)c3)N=C2C)cc1OC	nt	26%	25%	2%	4.6%	-7%	36%	8.4µM*	32%
CCC(C)c1ccccc1NC(=O)CN1CCN(C/C=C/c2ccccc2)CC1 (configuration not stated)	-0.6%	10%	0.1%	0%	1.3%	4%	7%	8%	-5%
COc1ccccc1Nc1nc(NCc2ccco2)nc(N)c1[N+](=O)[O-]	nt	12%	0.1%	13%	6.9%	-2%	15%	nt	nt
COC(=O)c1ccc(COC(=O)[C@@H]2CC(O)CN2S(=O)(=O)c2ccccc2[N+](=O)[O-])cc1 (some centres not stated)	nt	nt	nt	nt	1.1%	nt	9%	-7%	-5%
Cc1ccc(-c2nc(N)sc2CC(=O)OCC(=O)NCCC(C)C)cc1	-12%	31%	17%	-3%	1.3%	-5%	8%	-1%	2%
CCCCSc1c(C)c2cc3c(cc2[nH]c1=O)OCO3	1.4%	7%	-2.0%	-5%	2.2%	-4%	3%	-1%	4%
CCOC(=O)C1(CCOc2ccccc2)CCN(Cc2cccc(-n3cccn3)c2)CC1	-10%	-2%	1.1%	5%	12%	-7%	12%	-2%	0%
Oc1cccc(NC(=S)N=Nc2c(O)[nH]c3ccccc23)c1	nt	-26%	-0.9%	-11%	?	-2%	18%	3%	27%
Cc1cc(OCCn2ccnc2)cc(C(C)C)c1	-2.1%	-1%	0.3%	-5%	1.2%	-9%	18%	1%	26%
COc1ccccc1NC(=O)COc1cccc(-n2cnnn2)c1	-3.9%	-2%	-1.4%	3%	-0.1%	-10%	6%	-5%	0%	NS5 inhibitors pilot replicate=-4.2
CC(NC(=O)c1ccco1)C1COc2ccccc2O1 (configuration not stated)	-1.9%	13%	6.5%	0%	1.9%	0%	6%	9%	11%
O=C(Nc1cccc2cccnc12)c1ccc(Br)cc1Br	nt	4%	1.2%	1%	1.1%	-9%	7%	-7%	-2%
Cc1ccc(C(=O)Nc2cc(-c3ccn[nH]3)c(C)n(N)c2=O)cc1	-7.4%	0%	-1.7%	14%	2.5%	-1%	5%	-3%	3%
CCN(CC)C(=O)C1CCC(C)(C(=O)O)C1(C)C (configuration not stated)	-4.6%	5%	-0.3%	0%	-0.6%	-9%	6%	-2%	0%
Oc1ccc(Nc2nc(-c3ccccc3)nc3ccccc23)cc1	nt	4%	0.5%	11%	?	-2%	13%	-1%	?
N/C(CS(=O)(=O)c1ccccn1)=N\OC(=O)c1ccccc1Cl	nt	-2%	-2.8%	-1%	0.6%	2%	14%	nt	nt
Cc1ccc(CCN2CC(C(=O)NC3CCCCC3)CC2=O)cc1 (configuration not stated)	nt	19%	-1.4%	3%	1.1%	-14%	3%	-7%	6%
Cc1ccc(C(=O)NNC(=O)C(C)Sc2nc(N)cc(N)n2)cc1 (configuration not stated)	-2.6%	-6%	-0.9%	3%	3.5%	2%	0%	-3%	4%	NS5 inhibitors pilot replicate=4.3
CC(NC(=O)CSc1ncccc1C(=O)O)C1CC2CCC1C2 (configuration not stated)	nt	2%	-2.6%	2%	-0.8%	-6%	12%	3%	5%
Cc1ccc(CNc2ccc([N+](=O)[O-])cc2C(N)=O)cc1	nt	nt	nt	nt	24%	nt	23%	1%	10%
O=C1Cc2ccccc2Sc2ccc(Cl)cc21	1.3%	14%	0.3%	3%	6.2%	-3%	10%	1%	3%
Cc1ccc(OCc2nc(C#N)c(NCc3ccc4c(c3)OCO4)o2)cc1	-9.5%	-1%	-0.7%	-2%	12%	1%	16%	1%	4%
